High-throughput results deposited in PubChem by National Center for Advancing Translational Sciences (NCATS).
aSyn tox rescue = alpha-synuclein toxicity suppression in yeast. S. cerevisiae alpha-synuclein toxicity rescue, BacTiter-Glo growth, 24 h. Potency, µM (top dose mostly 46.1 µM), without a hit: at the top dose growth rescue (activation), most hits filed as activators. 0.02% of 94,000 active. AID 1347070; active = well fitted activation curve with a large enough effect; also: 0% is about no effect
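Growth restoration measured by BacTiter-Glo luminescence after 24 hr at 30 deg C; alpha-synuclein yeast, raffinose-pregrown to mid-log, were added at OD600=0.02 in galactose medium onto pinned compounds.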
An asterisk follows results filed as active; & = joins results of further samples; [ ] = dose if it differs, or a comment. Potency is read from the fitted curve at half-maximal effect. This is a subset; rates above refer to the full screens.

SMILES	aSyn tox rescue
CCc1nnc(NC(=O)Cc2cccs2)s1	12.1%
O=C(CSc1nnc(-c2ccncc2)n1Cc1ccco1)Nc1ccccc1F	-0.7%
COc1ccc(S(=O)(=O)N(C)c2ccc(OC(=O)C(C)Oc3ccc(F)cc3)cc2)cc1 (stereo unspecified)	3.9%
COc1ccccc1C(CNC(=O)c1cccc(NS(=O)(=O)c2ccc(C)c(F)c2)c1)N(C)C (stereo unspecified)	-4.8%
CN1CCc2c(sc(NC(=O)CSc3ccccc3)c2-c2nc3ccccc3s2)C1	-56.8%[inhibitor]
CCCn1nc(C(=O)Nc2ccc(-n3cnnn3)cc2)c2ccccc2c1=O	-8.0%
O=c1[nH]c2ccc(NCc3ccc(-c4ccc(Br)cc4)o3)cc2[nH]1	3.7%
CC(=O)Nc1ccccc1NC(=O)c1ccc(C)cc1C	-10.4%
O=C(Cc1ccc(Cl)c(Cl)c1)Nc1ccccc1N1CCOCC1	15.4%
CCOC(=O)c1cc(CC)sc1/N=C/c1c(O)ccc2ccccc12	15.6%
COc1ccc(CNCc2c(C(=O)O)c(C)n(Cc3ccccc3C)c2C)cc1OC	4.1%
COc1ccccc1NC(=O)CSc1nc2ccccc2nc1N1CC(C)OC(C)C1 (stereo unspecified)	-4.7%

Continued (seven carried over from the part before).
SMILES	aSyn tox rescue
CCCn1nc(C(=O)Nc2ccc(-n3cnnn3)cc2)c2ccccc2c1=O	-8.0%
O=c1[nH]c2ccc(NCc3ccc(-c4ccc(Br)cc4)o3)cc2[nH]1	3.7%
CC(=O)Nc1ccccc1NC(=O)c1ccc(C)cc1C	-10.4%
O=C(Cc1ccc(Cl)c(Cl)c1)Nc1ccccc1N1CCOCC1	15.4%
CCOC(=O)c1cc(CC)sc1/N=C/c1c(O)ccc2ccccc12	15.6%
COc1ccc(CNCc2c(C(=O)O)c(C)n(Cc3ccccc3C)c2C)cc1OC	4.1%
COc1ccccc1NC(=O)CSc1nc2ccccc2nc1N1CC(C)OC(C)C1 (stereo unspecified)	-4.7%
Cc1cccc(NC(=O)c2oc3ccc(S(=O)(=O)N4CCCCC4)cc3c2C)c1C	-1.5%
N#C/C(=C\c1ccc(Cl)cc1)c1nc(-c2cc3c(ccc4ccccc43)oc2=O)cs1	-4.2%
C[C@H]1CN([C@@H](C)CO)C(=O)CCCn2nncc2CO[C@@H]1CN(C)Cc1ccc(C(F)(F)F)cc1	-2.9%
CCOc1ccc(/C=N/NC(=O)Cn2ccnc2C)cc1	-0.8%
Cc1ccc(Oc2ccc(Cl)cc2N)cc1	4.8%
CC(=O)Nc1ccc(/C(C)=N/Nc2nc(Nc3ccccc3)nc(N3CCOCC3)n2)cc1	3.2%
Nc1ncc(-c2ccccc2)c(-c2ccc(OCc3ccccc3)cc2O)n1	5.9%
COc1cc(OC)cc(-c2nc3nc(C)c(CCC(=O)Nc4ccc(C)c(C)c4)c(C)n3n2)c1	-6.7%
COc1ccc(CCNc2nc3ccccc3c3nc(-c4cccc(C)c4)nn23)cc1OC	4.7%
Cc1cccc(C)c1NC(=O)C(NS(=O)(=O)c1cccs1)c1ccccc1 (stereo unspecified)	-1.6%
C[C@@H]1CN([C@@H](C)CO)C(=O)c2cc(NC(=O)c3ccccc3)ccc2O[C@@H](C)CCCCO[C@@H]1CN(C)Cc1ccc(C(F)(F)F)cc1	-12.2%
Cc1cccc(C)c1NC(=O)CNC(=O)c1cncc(Br)c1	-3.6%
CCOC(=O)c1cc(C#N)c(SCC(=O)Nc2ccc(C(C)=O)cc2)[nH]c1=O	5.3%
N/C(=N\NS(=O)(=O)c1ccc(Cl)cc1)c1ccccn1	-2.5%
CC(C)CN(C(=O)COC(=O)C12CC3CC(CC(O)(C3)C1)C2)c1c(N)n(Cc2ccccc2)c(=O)[nH]c1=O	-1.0%
CCc1ccc(NC(=O)C/C(C)=N/NC(=O)COc2ccc(C)cc2Br)cc1	7.8%
CCCC(=O)OCc1cnc(C)c2oc(=O)c(C(=O)Nc3ccc(F)cc3C)cc12	5.0%
Cc1ccc(C(C)C)c(OCC(=O)Nc2ccc3c(c2)nc(CCNC(=O)c2ccco2)n3C)c1	5.6%
CCN(CC)c1ccc(C(=O)c2cnc(/N=C/N(C)C)s2)cc1	-17.3%
CCN(C(=O)Cn1cc(S(=O)(=O)N2CCN(c3ccccc3F)CC2)c2ccccc2c1=O)c1ccc(C)c(C)c1	2.2%
CC1CC1C(=O)Nc1cc(S(=O)(=O)N2CCOCC2)ccc1N1CCCC1 (stereo unspecified)	2.1%
COc1cccc(/C=C/c2nc(C#N)c(NCCc3ccc(OC)c(OC)c3)o2)c1	8.0%
CCCC(=O)OCc1cnc(C)c2oc(=O)c(C(=O)Nc3ccccc3)cc12	4.5%
COc1cc(C(=O)OCC(=O)c2cc(C)n(CC3CCCO3)c2C)ccc1OCC(=O)N1CCOCC1 (stereo unspecified)	9.9%

Looked up above.
In aSyn tox rescue, `O=C(Cc1ccc(Cl)c(Cl)c1)Nc1ccccc1N1CCOCC1` has the entry 15.4%
In aSyn tox rescue, `CCc1ccc(NC(=O)C/C(C)=N/NC(=O)COc2ccc(C)cc2Br)cc1` has the entry 7.8%
In aSyn tox rescue, `COc1cc(C(=O)OCC(=O)c2cc(C)n(CC3CCCO3)c2C)ccc1OCC(=O)N1CCOCC1` (stereo unspecified) has the entry 9.9%
In aSyn tox rescue, `O=C(CSc1nnc(-c2ccncc2)n1Cc1ccco1)Nc1ccccc1F` has the entry -0.7%
In aSyn tox rescue, `Cc1cccc(C)c1NC(=O)C(NS(=O)(=O)c1cccs1)c1ccccc1` (stereo unspecified) has the entry -1.6%
In aSyn tox rescue, `N#C/C(=C\c1ccc(Cl)cc1)c1nc(-c2cc3c(ccc4ccccc43)oc2=O)cs1` has the entry -4.2%

Other structures:
SMILES	aSyn tox rescue
Cc1ccc(NC(=O)COC(=O)CCc2ccc(S(=O)(=O)N3CCOCC3)cc2)cc1C	9.6%
Cc1ccc(C)c(NC(=O)CCCn2c(C)c3cnn(-c4ccccc4)c(=O)c3c2C)c1	-19.0%
Cc1ccccc1Cn1c(=O)n(CCCCCC(=O)NCc2ccc3c(c2)OCO3)c(=O)c2sccc21	2.4%
O=C(Nc1ccccc1Cl)N1CCSc2ccccc21	6.8%&6.6%
O=C(CN1C(=O)CC(c2ccco2)Sc2ccccc21)Nc1ccc(OC(F)(F)F)cc1 (stereo unspecified)	7.9%
COc1ccc(Cc2nc3ccc(C(=O)NC4CCOC4)cc3o2)cc1OC (stereo unspecified)	3.3%
CC(C)(C)c1ccc(-c2nnc(-c3ccccc3NC(=O)c3cccc(C(F)(F)F)c3)o2)cc1	4.9%
CCOC(=O)c1cc(-c2nnc(-c3ccc(Oc4ccccc4)cc3)o2)c(C)nc1C	2.5%
Cn1nc(C(=O)Nc2ccc3c(c2)OCCO3)cc1C(=O)O	-14.9%
Cc1c(C(=O)OC2CCCCCC2)[nH]c2c1C(=O)CC(c1ccccc1)C2 (stereo unspecified)	-53.0%[inhibitor]
Cc1cc(C)c(C(=O)COC(=O)C2CCN(c3ccc(C(F)(F)F)cn3)CC2)cc1C	16.4%
O=C(NCCc1cn2ccsc2n1)C1CCCCC1	-6.6%

An excerpt from above in order of formula weight, ascending.
SMILES	aSyn tox rescue
Cn1nc(C(=O)Nc2ccc3c(c2)OCCO3)cc1C(=O)O	-14.9%
CCCn1nc(C(=O)Nc2ccc(-n3cnnn3)cc2)c2ccccc2c1=O	-8.0%
COc1ccccc1C(CNC(=O)c1cccc(NS(=O)(=O)c2ccc(C)c(F)c2)c1)N(C)C (stereo unspecified)	-4.8%

Following part
SMILES	aSyn tox rescue
Cc1ccc(S(=O)(=O)Nc2c(O)ccc3ccccc23)cc1	4.0%
O=C1C(Cl)=C(Nc2ccc(O)cc2)C(=O)c2ccccc21	-17.4%
Cc1ccc(COC(=O)c2ccc3ccccc3n2)cc1	7.3%
NNc1nc2sc3c(c2c(=O)n1-c1ccccc1)CCCC3	-44.3%[inhibitor]
O=C1Cc2cc(S(=O)(=O)N3CCN(c4cccc(Cl)c4)CC3)ccc2N1	-4.8%&-3.3%
O=[N+]([O-])c1ccn(-c2nc(-c3ccccc3)cc(C(F)(F)F)n2)n1	-0.3%
CN(C)CCNC(=O)C(=O)NCC(c1ccc2c(c1)OCO2)N1CCOCC1 (stereo unspecified)	-2.4%
COc1ccc(C2c3c(n(C)c4ccccc34)C(=O)N2CC(=O)Nc2cccc(Cl)c2)cc1 (stereo unspecified)	-6.6%
COc1ccc(N2CCN(c3oc(/C=C/c4cc(OC)c(OC)c(OC)c4)nc3C#N)CC2)cc1	0.3%
COc1ccc(NC(=O)c2cccn2-c2nnc(N3CCCCC3)s2)cc1Cl	12.2%
COc1cc(NC(=O)Cn2c(=O)n(Cc3ccco3)c(=O)c3oc4ccccc4c32)cc(OC)c1	-5.8%
COc1cccc(NC(=O)Cn2c(-c3nonc3N)nc3ccccc32)c1	-10.4%
Cc1c(C2=CCN(S(=O)(=O)c3ccc(CC(C)C)cc3)CC2)c2ccccc2n1CC(=O)N1CCCC1	-6.2%
O=S(=O)(Nc1ccc(-c2ccc(N3CCCCC3)nn2)cc1)c1ccc(OC(F)(F)F)cc1	3.1%
COc1ccc(N2CCN(C(=O)COC(=O)c3oc4ccc(OC)cc4c3C)CC2)cc1	-7.2%
Fc1ccc(Nc2nc3ccccc3n3cnnc23)c(F)c1	-5.7%
O=C(N/C(=C/c1cccc(Br)c1)C(=O)N1CCCCC1)c1ccco1	1.4%
CC(C)CC(=O)NC(=S)Nc1ccc(CN2CCOCC2)cc1	2.3%
O=C(Cc1cccs1)N/N=C/c1ccc(OCc2ccccc2)cc1	-14.2%
CC(NC(=O)c1cc(F)c(F)cc1Cl)C1CC2CCC1C2 (stereo unspecified)	-4.4%
Cc1nn(CC(=O)N2CCN(c3cccc(C(F)(F)F)c3)CC2)c(=O)c2cccn12	-18.2%
CCN(Cc1ccccc1)C(=O)Cn1ncc2c(=O)oc3ccc(C)cc3c21	-1.3%
Cc1cc(C)cc(OCC(=O)Nc2nc(-c3ccccn3)cs2)c1	-1.8%
O=C(Cn1cc(S(=O)(=O)Cc2ccccc2F)c2ccccc21)NCc1ccccc1Cl	3.9%
Cc1ccc(CN(Cc2cccn2-c2nnc(N3CCCC3=O)s2)C(=O)Nc2ccc(F)cc2)cc1	3.6%
Cc1nn(C2CCS(=O)(=O)C2)c(C)c1CN(C)C(=O)c1ccc(F)cc1 (stereo unspecified)	-2.4%
O=C(NCCCN1CCN(c2ccc(F)cc2)CC1)c1cnn(-c2ccc(F)cc2)c1-n1cccc1	9.1%
CCCCNC(=O)c1cc2cccc([N+](=O)[O-])c2[nH]1	-46.3%[inhibitor]
CC1(c2ccc(OC(F)F)cc2)NC(=O)N(CC(=O)Nc2ccccc2)C1=O (stereo unspecified)	3.5%
CCOC(=O)N1CCc2c(sc3c2c(=O)n(Cc2ccccc2)c(=O)n3CC(=O)Nc2ccccc2F)C1	-0.4%
COc1ccc(OC)c(C(c2c(C)[nH][nH]c2=O)c2c(C)[nH][nH]c2=O)c1	8.0%
C=CCNc1nnc(Sc2ncccc2[N+](=O)[O-])s1	9.9%
O=C(NCc1ccco1)c1ccc2c(c1)N(Cc1ccc(Cl)cc1)C(=O)c1ccccc1S2(=O)=O	6.4%
CCCc1ccc(NC(=O)C2CCCN(c3cnccn3)C2)cc1 (stereo unspecified)	8.2%
O=C(CCNS(=O)(=O)c1ccc(Cl)cc1)N1CCN(c2ccccn2)CC1	3.2%
CCC(O)CC(C(=O)NNc1ccccc1)C(=O)NNc1ccccc1 (stereo unspecified)	16.1%
C=CCn1c(=NC(=O)CN2C(=O)CCC2=O)sc2cccc(OC)c21	-6.7%
CN(C)CCn1c2c(c(SCC(=O)Nc3cccc4ccccc34)nc1=O)CCC2	6.3%
O=C(CN1C(=O)c2ccccc2S1(=O)=O)Nc1ccccn1	10.4%
O=C(c1ccc2c(c1)N(Cc1ccccc1F)C(=O)c1ccccc1S2)N1CCOCC1	2.8%
O=C(c1cccc(S(=O)(=O)N2CCN(c3ccc(F)cc3)CC2)c1)N1CCCCCCC1	-3.7%
CC(C)OC(=O)c1c(NC(=O)c2cccc(C(F)(F)F)c2)sc2c1CCCC2	-6.1%
CC1CCN(C(=O)Cn2c(=O)n(-c3ccc(F)cc3)c(=O)c3sccc32)CC1	4.4%
CCOc1ccc(N(CC(=O)Nc2ccc(OC)cc2)S(=O)(=O)c2ccc(Cl)cc2)cc1	-13.2%
